TRPC6 activator: mouse TRPC6 channel activators, primary screen, cell-based, HEK293, membrane potential dye | Short transient receptor potential channel 6 (Mus musculus), Q61143 | HEK293-TRPC6 membrane potential dye fluorescence; stronger effect = higher value | B-score at 10 µM | 0.13% of 310,000 active | AID 2550, 2010;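 active = B-score of the integrated fluorescence ratio above library mean plus 3 SD, and starting fluorescence ratio within library mean plus 5 SD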;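 also: higher score means more depolarization so channel activation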
HIF act: HIF pathway transcriptional activators, primary screen, cell-based, U2OS HRE-luciferase, luminescence; activation, % at 7.5 µM (by protocol); AID 1910, 2009; 0.32% of 300,000 active; U2OS HRE-luciferase reporter; normalized: DMSO 0%, desferrioxamine 100%;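 active = mean activation of at least 10% of the iron chelator positive control signal, with at least half of replicates also reaching 10%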
TRPC6 inh: mouse TRPC6 channel inhibitors, primary screen, cell-based, HEK293, membrane potential dye; 1.1% of 310,000 active; Short transient receptor potential channel 6 (Mus musculus), Q61143; B-score at 10 µM; ACh-evoked depolarization; stronger effect = lower value;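 active = B-score under library mean minus 3 SD, initial fluorescence not abnormally high, positive integrated signal ratio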;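 also: B-score derived from integrated fluorescence ratio over the kinetic read; more negative B-score means stronger inhibition of depolarization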
TRPC4 potent: positive allosteric modulators of TRPC4, primary screen, cell-based, mouse TRPC4beta, HEK293 mu-opioid, Fluo-4 calcium | DAMGO EC20, Fluo-4 Ca2+ flux; stronger effect = higher value | Short transient receptor potential channel 4 (Mus musculus), Q9QUQ5 | B-score at 10 µM | 0.42% of 310,000 active;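 active = B-score of calcium response area above 5 SD of library B-scores, with initial fluorescence ratio within 5 SD of library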;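 also: B-score of integrated fluorescence ratio over time as area under calcium response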
PolyA inh: polyadenylation inhibitors in yeast reporter cells, primary screen, luminescence, S. cerevisiae. 0.02% of 300,000 active. calls only at 12 µM. S. cerevisiae SKY197-pL101 polyadenylation reporter, beta-gal luminescence; efflux-impaired pdr1/pdr3 knockout yeast; score 100 = 6 SD above DMSO;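 active = lowest replicate activity score at least 50, where 100 means six control SD above control mean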;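 also: yeast exposed to compound for 9 h at 30 °C; higher score means more reporter readthrough which indicates perturbed polyadenylation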
MrgX1 antagonist: antagonists of human MrgX1 receptor, primary screen, HEK293 cells, Fluo-4 calcium flux; B-score at 10 µM; BAM8-22 antagonism; stronger effect = lower value; AID 588676, 2011; 1.3% of 310,000 active; Mas-related G-protein coupled receptor member X1 (Homo sapiens), Q96LB2;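 active = calcium-response B-score plate-corrected more than 3 library SD below zero, starting fluorescence within 5 deviations, no agonist response on first addition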;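 also: peak minus trough fluorescence over baseline after final BAM8-22 challenge near maximal dose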
Target sequence (Q96LB2 whole entry, looked up): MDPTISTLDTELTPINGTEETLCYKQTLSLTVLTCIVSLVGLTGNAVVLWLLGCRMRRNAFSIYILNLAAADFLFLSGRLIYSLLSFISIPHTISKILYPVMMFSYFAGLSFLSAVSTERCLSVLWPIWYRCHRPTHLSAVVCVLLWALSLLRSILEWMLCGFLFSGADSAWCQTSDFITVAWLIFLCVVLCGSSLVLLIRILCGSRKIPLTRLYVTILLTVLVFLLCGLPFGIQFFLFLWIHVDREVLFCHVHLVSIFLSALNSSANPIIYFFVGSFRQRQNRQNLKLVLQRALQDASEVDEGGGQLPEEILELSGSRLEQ
TRPC4 act: activators of mouse TRPC4 channel, primary screen, Fluo4 calcium, HEK293 TRPC4beta/mu-opioid cells | Short transient receptor potential channel 4 (Mus musculus), Q9QUQ5 | Fluo4 calcium fluorescence; stronger effect = higher value | B-score at 10 µM | 0.49% of 310,000 active | AID 2237, 2010;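 active = B-score above 5 SD of library B-scores, and initial fluorescence ratio not above library mean plus 5 SD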;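 also: positive B-score marks a calcium rise read as TRPC4 activation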
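System: HEK293 cells stably co-expressing mouse TRPC4beta and mu-opioid receptor; Schedule: Fluo4 dye loading 45 min at room temperature, 110 s recording; Detection: Fluo4 fluorescence, kinetic; Evaluation: B-scored integrated calcium fluorescence ratio; Controls: buffer (low) and maximal DAMGO (high).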
AI-2 QS mod: Vibrio harveyi AI-2 quorum sensing modulators, primary screen, JMH597 strain, luminescence/OD600 ratio; Vibrio harveyi JMH597 AI-2 luminescence/OD600 ratio, 9 h; stronger effect = lower value; strain lacks LuxN and CqsS sensors; 0 = neutral-control median; activity change, % at 7.5 µM; 0.4% of 300,000 active; in the data active = activity change below about -75%, passing the limit was not always enough;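 also: luminescence divided by OD600 gain over 9 h not by final OD600 alone; inactives centre near 13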
MrgX1 PAM: positive allosteric modulators of MrgX1, primary screen, HEK293 cells, Fluo-4 calcium flux; Mas-related G-protein coupled receptor member X1 (Homo sapiens), Q96LB2; FDSS; stronger effect = higher value; B-score at 10 µM; 0.63% of 310,000 active; AID 588675, 2011;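 active = plate-corrected calcium response at least 3 library SD above typical, normal starting fluorescence, not activating the receptor alone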;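 also: compound read alongside a low EC10 to EC30 dose of BAM8-22 agonist; peak minus trough fluorescence over baseline measured at the second addition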
MrgX1 agonist: agonists of human MrgX1 receptor, primary screen, HEK293 cells, Fluo-4 calcium flux; Mas-related G-protein coupled receptor member X1 (Homo sapiens), Q96LB2; Fluo-4 calcium fluorescence, agonist mode; stronger effect = higher value; B-score at 10 µM; 0.44% of 310,000 active;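 active = calcium response B-score plate-corrected fluorescence ratio at least 3 library SD, with starting fluorescence B-score inside 5 SD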
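Test system: Stable human MrgX1 HEK293 cell line | Schedule: Overnight plating before 1 h dye loading | Read-out basis: Baseline-normalised fluorescence change ratio, B-scored | Detection: Kinetic calcium dye fluorescence, Fluo-4 NW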
TRPC4 inh: inhibitors of mouse TRPC4 channel, primary screen, Fluo4 calcium, HEK293 TRPC4beta/mu-opioid cells; Short transient receptor potential channel 4 (Mus musculus), Q9QUQ5; DAMGO-evoked Fluo4 calcium flux; stronger effect = lower value; B-score at 10 µM; 0.39% of 300,000 active;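 active = B-score over 3 SD under the library average, no early fluorescence shift, positive overall ratio signal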
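Assay system – HEK293 line stably carrying TRPC4beta and mu-opioid receptor · Doses – single dose · Detection – Fluo4 calcium-dye fluorescence, kinetic read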
An asterisk follows results filed as active; i = inactive; / = no result given. Not all compounds are listed; rates above refer to the full screens.

Order of values: TRPC6 activator	HIF act	TRPC6 inh	TRPC4 potent	PolyA inh	MrgX1 antagonist	TRPC4 act	AI-2 QS mod	MrgX1 PAM	MrgX1 agonist	TRPC4 inh
- CN(C)c1ccc(C2(O)C(=O)c3ccccc3C2=O)cc1
    i	0.1	i	i	i	i	i	5	i	i	i
- COCCCNC(=O)c1c(N)n(/N=C/c2cccs2)c2nc3ccccc3nc12
    i	0.0	i	i	i	i	i	0	i	i	i
- Cc1cc2ncc(C(=O)Nc3ccccc3)c(C)n2n1
    i	0.3	i	i	i	i	i	18	i	i	i
- Cc1cc(NC(=O)CSc2nnnn2-c2ccccc2C)no1
    i	0.4	i	i	i	i	i	4	i	i	i
- COc1ccc(S(=O)(=O)N2CCOC2CNC(=O)C(=O)NCc2cccnc2)cc1OC (stereo not drawn)
    i	-0.2	i	i	i	i	i	1	i	i	i
- CCc1ccc(S(=O)(=O)NCCc2csc(-c3cccnc3)n2)s1
    i	0.3	i	i	i	i	i	53	i	i	i
- Clc1ccc(C2=Nn3c(Cn4nnc5ccccc54)nnc3SC2)cc1
    i	0.1	i	i	i	i	i	-3	i	i	i
- CCn1c(SCC(=O)c2ccc(Cl)s2)nnc1-c1cccs1
    i	1.0	i	i	i	i	i	18	i	i	i
- CC(CCc1ccccc1)NC(=O)CSc1nc(N)cc(N)n1 (stereo not drawn)
    i	0.2	i	i	i	i	i	29	i	i	i
- O=C(CSC1=NCCS1)NC(c1ccccc1)c1ccccc1
    i	0.3	i	i	i	i	i	10	i	i	i
- CCC1=C(OC(=O)N(CC)CC)N2C(=O)OC(=NCC3CC3)[C@]2(Cc2ccccc2)[C@H]2C1=CC[C@H]1C(=O)N(c3ccccc3)C(=O)[C@H]12
    i	0.1	i	i	i	i	i	12	i	i	i
- CCOC(=O)C(=O)c1csc(NC(=O)COc2ccc(N(C)S(=O)(=O)c3ccc(F)cc3)cc2)n1
    i	-0.2	i	i	i	i	i	18	i	i	i
- C/C(Cc1ccccc1)=N\NC(=O)CNC(=O)c1ccc2c(c1)OCCO2
    i	-0.3	i	i	i	i	i	13	i	i	i
- Cc1ccc(S(=O)(=O)N2CCN(S(=O)(=O)N(C)C)CC2)cc1
    i	0.2	i	i	i	i	i	21	i	i	i
- O=C(O)C1=C[C@@H](c2ccc(Br)cc2)C[C@@H](OCCCCO)O1
    i	-0.3	i	i	i	i	i	4	i	i	/
- Cn1nc(-c2ccccc2)nc1-c1ccccc1
    i	3.7	i	i	i	i	i	6	i	i	i
- O=C(c1cc(COc2cccc(C(F)(F)F)c2)on1)N1C[C@H]2CC[C@H]1C2
    i	1.8	i	i	i	i	i	17	i	i	i
- CN(CCCNC(=O)c1cc2c(Cl)nc3ccccc3c2s1)Cc1ccccc1
    i	-0.1	i	i	i	i	i	10	i	i	i
- COc1cccc(OC)c1-c1nnc(-c2cn(C)c3ccccc23)o1
    i	-0.1	i	i	i	i	i	9	i	i	i
- COC(=O)c1ccc(CNC(=O)CSc2nc3ccccc3[nH]2)cc1
    i	1.2	i	i	i	i	i	24	i	i	i
- COc1cccc(CN(C)C(=O)C(Cc2ccccc2)NC(=O)c2ccccc2)c1OC (stereo not drawn)
    i	0.6	i	i	i	i	i	-1	i	i	i
- COc1ccc(C(=O)NC(C)c2ccc(-n3ccnc3)cc2)c(OC)c1OC (stereo not drawn)
    i	-0.5	i	i	i	i	i	29	i	i	i
- O=C(CCn1c(=O)oc2ccccc21)NCc1ccc2c(c1)OCO2
    i	0.6	i	i	i	i	i	-2	i	i	i
- Cc1cc2[nH]c(=O)c(=O)[nH]c2cc1S(=O)(=O)Nc1ccccc1F
    i	0.1	i	i	i	i	i	27	i	i	i
- COc1ccc2cc(C3CC(c4ccco4)=NN3S(=O)(=O)c3ccccc3)c(Cl)nc2c1 (stereo not drawn)
    i	1.5	i	i	i	i	i	1	i	i	i
- Cc1ccc(-c2c(C(=O)NC(C)C)oc(=O)c3ccccc23)cc1
    i	0.1	i	i	i	i	i	18	i	i	i
- Cc1cccc(S(=O)(=O)c2c(C)cc(C)nc2Cl)c1
    i	-0.3	i	i	i	i	i	23	i	i	i
- CCCn1c(=O)[nH]c(=O)c2c1nc(-c1ccc(OC(F)F)c(OC)c1)n2CCOC
    i	-0.2	i	i	i	i	i	4	i	i	i
- O=C(Oc1cccnc1)c1cc(S(=O)(=O)N2CCOCC2)ccc1Cl
    i	0.0	i	i	i	i	i	19	i	i	i
- COc1ccc(C2N3CC4(C)CN2CC(C)(C3)C4O)cc1 (stereo not drawn)
    i	0.0	i	i	i	i	i	4	i	i	i
- COCCn1cnc2c(c1=O)c1nc3ccccc3nc1n2/N=C/c1cccc(OC)c1
    i	-1.0	i	i	i	i	i	12	i	i	i
- CCNC(=O)c1sc(=S)n(CC)c1N
    i	-0.1	i	i	/	i	i	10	i	i	i
- COc1cc(-c2c(C#N)c(N)nc3c2CCCC3)ccc1O
    i	-0.3	i	i	i	i	i	35	i	i	i
- CCOC(=O)c1ccc(N2C(=O)C(O)=C(C(C)=O)C2c2ccccc2)cc1 (stereo not drawn)
    i	0.7	i	i	i	i	i	19	i	i	i
- CCOC(=S)N/C(=N\S(=O)(=O)c1ccccc1)c1ccccc1
    i	-0.4	i	i	i	i	i	27	i	i	i
- Cc1cc(SCC(=O)OCC(=O)N(C)C2CCS(=O)(=O)C2)c(C)cc1Br (stereo not drawn)
    i	-6.9	i	i	i	i	i	-6	i	i	i
- O=C(Nc1ccccc1Br)c1cccc2ccccc12
    i	0.0	i	i	i	i	i	14	i	i	i
- Cc1cccc(N=C2NN=C(c3ccc4c(c3)OCCO4)CS2)c1
    i	0.4	i	i	i	i	i	11	i	i	i
- O=C(NCCc1ccc(Cl)cc1)Nc1ccc(Cl)cc1
    i	0.3	i	i	i	i	i	14	i	i	i
- Cc1ccc(C(=O)Nc2cccc(C(F)(F)F)c2)cc1NC(=O)c1csc(-c2ccncc2)n1
    i	0.1	i	i	i	i	i	12	i	i	i
- CC(C)CCNC(=O)C1CCN(S(=O)(=O)c2ccc3c(c2)CC(C)N3C(=O)C2CCC2)CC1 (stereo not drawn)
    i	-0.7	i	i	i	i	i	33	i	i	i
- CC1Cc2ccccc2N1C(=O)COC(=O)Cc1ccc(F)cc1 (stereo not drawn)
    i	0.3	i	i	i	i	i	16	i	i	i
- COc1ccc(NC(=O)c2sc(N)nc2-c2ccccc2)cc1
    i	0.4	i	i	i	i	i	13	i	i	i
- c1ccc2c(c1)ncn2CCCCOc1ccc2c(c1)CCC2
    i	0.9	i	i	i	i	i	-17	i	i	i
- COCCOC(=O)c1sc(=S)n(CCOC)c1N
    i	-0.1	i	i	i	i	i	12	i	i	i

Three structures out of the list, arranged by number of heavy atoms, falling.
Order of values: TRPC6 activator	HIF act	TRPC6 inh	TRPC4 potent	PolyA inh	MrgX1 antagonist	TRPC4 act	AI-2 QS mod	MrgX1 PAM	MrgX1 agonist	TRPC4 inh
- Cc1ccc(C(=O)Nc2cccc(C(F)(F)F)c2)cc1NC(=O)c1csc(-c2ccncc2)n1
    i	0.1	i	i	i	i	i	12	i	i	i
- CC1Cc2ccccc2N1C(=O)COC(=O)Cc1ccc(F)cc1 (stereo not drawn)
    i	0.3	i	i	i	i	i	16	i	i	i
- COc1ccc(NC(=O)c2sc(N)nc2-c2ccccc2)cc1
    i	0.4	i	i	i	i	i	13	i	i	i

Going on with the list:
Order of values: TRPC6 activator	HIF act	TRPC6 inh	TRPC4 potent	PolyA inh	MrgX1 antagonist	TRPC4 act	AI-2 QS mod	MrgX1 PAM	MrgX1 agonist	TRPC4 inh
- CCN(CC)S(=O)(=O)c1ccc(Cl)c(NC(=O)COc2ccc(OC)cc2[N+](=O)[O-])c1
    i	-0.1	i	i	i	i	i	13	i	i	i
- CC(=O)Nc1ccc(S(=O)(=O)Nc2nc3ccc(C)cc3s2)cc1
    i	-0.3	i	i	i	i	i	26	i	i	-5*
- COc1ccc(S(=O)(=O)Nc2cccc(F)c2)cc1C
    i	0.2	i	i	i	i	i	9	i	i	i
- CC/C(=C/c1sc2ccc(C)cc2[n+]1CCCS(=O)(=O)[O-])SC
    i	-0.1	i	i	i	i	i	26	i	i	i
- CCCCNC(=O)OC(C)CNC(=O)Oc1cccc(C)c1 (stereo not drawn)
    i	-0.1	i	i	i	i	i	10	i	i	i
- Cc1nnc(SC(C)C#N)n1-c1ccccc1 (stereo not drawn)
    i	-0.2	i	i	i	i	i	9	i	i	i
- COC(=O)CN=C1OC(=O)N2C(=O)C3=C4[C@@H](C[C@H]5C(=O)N(c6ccccc6)C(=O)[C@H]5[C@H]4[C@@]12Cc1ccccc1)[C@H]1C(=O)N(c2ccccc2)C(=O)[C@H]1[C@H]3C
    i	-1.0	i	i	i	i	i	25	i	i	i
- O=C(O)c1ncn(Cc2ccc(Br)cc2)c1C(=O)O
    i	-0.3	i	i	i	i	i	10	i	i	i
- Cc1cccc(NC(=S)N(CCN(C)C)Cc2cccs2)c1
    i	3.0	i	i	i	i	i	7	i	i	i
- CCOc1ncccc1C(=O)N1CCCSC1=Nc1ccccc1OC
    i	0.2	i	i	i	i	i	11	i	i	i
- CCCC(O)(CCN1CCOCC1)c1ccc(Cl)cc1 (stereo not drawn)
    i	0.1	i	i	i	i	i	30	i	i	i
